EPAC2 antag: EPAC2 (human) antagonism; Q8WZA2; EPAC2 GEF exchange of Rap1B-BODIPY-GDP, fluorescence; Potency, µM (titrated, usually from 114 µM), without a hit: at the top dose activity, negative = inhibition, hits mostly inhibitors; 360,000 compounds, 0.18% hits; AID 720708; also: potency is read from the fitted curve at half-maximal effect; % is scaled to controls: 0 for no effect and ±100 for the full control effect; nearly all actives have a fitted effect of over 45% in size; many of its hits are not listed in these tables
Target sequence (Q8WZA2 whole entry, looked up): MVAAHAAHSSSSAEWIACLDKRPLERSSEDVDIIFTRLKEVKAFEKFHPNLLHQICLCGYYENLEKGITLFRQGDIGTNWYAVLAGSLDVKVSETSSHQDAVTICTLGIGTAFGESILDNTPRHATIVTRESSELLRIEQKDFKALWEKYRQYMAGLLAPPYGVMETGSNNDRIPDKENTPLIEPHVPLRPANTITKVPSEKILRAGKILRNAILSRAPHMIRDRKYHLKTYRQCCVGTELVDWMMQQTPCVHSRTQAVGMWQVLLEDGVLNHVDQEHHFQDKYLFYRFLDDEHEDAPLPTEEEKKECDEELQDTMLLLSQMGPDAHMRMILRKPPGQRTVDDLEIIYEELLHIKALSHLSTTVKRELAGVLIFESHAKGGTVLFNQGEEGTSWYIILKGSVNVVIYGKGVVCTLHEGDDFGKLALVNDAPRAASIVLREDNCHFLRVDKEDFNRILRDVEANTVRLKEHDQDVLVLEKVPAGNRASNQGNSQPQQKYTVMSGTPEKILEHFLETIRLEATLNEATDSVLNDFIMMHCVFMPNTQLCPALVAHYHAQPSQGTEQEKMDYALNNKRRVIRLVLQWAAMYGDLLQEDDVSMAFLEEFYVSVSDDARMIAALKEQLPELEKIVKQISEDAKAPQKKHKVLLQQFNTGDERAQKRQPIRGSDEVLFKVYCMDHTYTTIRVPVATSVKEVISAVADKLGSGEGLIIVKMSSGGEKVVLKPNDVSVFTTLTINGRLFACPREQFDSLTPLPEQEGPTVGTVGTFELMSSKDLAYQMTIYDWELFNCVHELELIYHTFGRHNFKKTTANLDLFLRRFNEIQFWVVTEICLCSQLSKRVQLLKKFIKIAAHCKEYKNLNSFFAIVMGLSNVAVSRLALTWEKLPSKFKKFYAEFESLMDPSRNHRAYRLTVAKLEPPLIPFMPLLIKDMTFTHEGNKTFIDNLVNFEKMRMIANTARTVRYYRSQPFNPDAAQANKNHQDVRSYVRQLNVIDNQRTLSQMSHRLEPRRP
EPAC2 ag: activates human EPAC2 exchange factor | AID 720711 | 360,000 compounds, 0.079% hits | EPAC2 activation, biochemical qHTS; response scale: 100% = 6.5 mM cAMP response | Potency, µM (titrated, usually from 154 µM), inactives show top-dose activation, usual class: activators; also: potency is read from the fitted curve at half-maximal effect; nearly all actives have a fitted effect of over 50% in size
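Compounds were added across a concentration range to EPAC2 (100 nM), RAP1B-BODIPY-GDP (250 nM) and GDP (50 uM). After 5 min at room temperature, fluorescence was recorded at 5-min intervals for 30 min.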
Mm-Cpn inhibitor: inhibitors of Methanococcus maripaludis chaperonin (MmCpn). Potency, µM (series often up to 76.9 µM), without a hit: at the top dose activity, negative = inhibition, hits mostly inhibitors. 330,000 compounds, 0.031% hits. purified Mm-Cpn ATPase, ADP Transcreener TR-FRET. AID 504842; also: potency is read from the fitted curve at half-maximal effect; % is scaled to controls: 0 for no effect and ±100 for the full control effect; nearly all actives have a fitted effect of over 80% in size
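Eu-cryptate anti-ADP/ADP-d2 competition gives a ratio inversely related to ADP. Enzyme at 25 nM was pre-exposed to compound for 10 min, then given 10 uM ATP for 30 min, 37°C throughout.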
D3 ag: agonists of human D3 dopamine receptor; P35462; D3R DiscoveRx beta-arrestin cells, luminescence, 90 min; max activation, %; 410,000 compounds, 0.58% hits; AID 652048; in the data active = max activation above about 30%; also: 0% is about no effect; mostly tested at two doses, the higher about 12 µM
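Cells at 1500/well, incubated overnight, then treated with pinned compounds (dopamine as control) for 90 min at 37 degrees C. DiscoveRx reagent added for 30 - 60 minutes at room temperature; luminescence read.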
pAkt inh: blocks phosphorylation of Akt | Neuro2A IGF-stimulated pAkt S473 HTRF, 20 min; active compounds read low | activity change, % for hits at 50 µM | 360,000 compounds, 0.32% hits; in the data active = activity change below about -80%; inconclusive = mostly about -51% to -80%; also: % is scaled to controls: 0 for no effect and ±100 for the full control effect
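Single-point screen (50 µM final compound) in Neuro2A cells stimulated 20 min with 6 nM IGF at 37 deg C. After lysis, Ser473-phosphorylated Akt read by HTRF (ex 330 nm, em 615/665 nm) as the 665/615 ratio.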
PTHR1 agonist: PTHR1 (human) receptor agonism. Q03431. HEK293 GP2 PTHR1 cells, GloSensor cAMP luminescence, 1 h. 410,000 compounds, 0.075% hits. Potency, µM (doses to about 115 µM), inactives show at the highest dose activation, usual class: activators; also: potency is read from the fitted curve at half-maximal effect; nearly all actives have a fitted effect of over 55% in size; some results filed as inactive show a strong effect at the top dose; inactives centre near -15; many of its hits are not listed in these tables
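HEK-293-derived GP2 cells expressing PTHR1 and a GloSensor cAMP reporter, 3,000/well, plated overnight, given luciferin plus IBMX (each 0.5 mM as added) for 1 h at 37 °C, then compound for 1 h at 37 °C. Luminescence was read after 15 min at room temperature.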
D3 antag: D3 dopamine receptor (human) antagonism; max response, negative = inhibition, %; D3R cells, DiscoveRx beta-arrestin luminescence, antagonist mode; active compounds read low; 360,000 compounds, 2.5% hits; in the data active = max response below about -50%; inconclusive = no clear call, values can overlap the other calls; also: % is scaled to controls: 0 for no effect and ±100 for the full control effect; mostly tested at two doses, the higher about 12 µM
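Cells expressing the human receptor were seeded at 1500 cells/well, incubated overnight at 37 degrees C in 5% CO2, then exposed to library compounds with dopamine controls for 90 minutes at 37 degrees C before luminescent detection.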
CCT modulator: changes cytosolic chaperonin activity; AID 651819; 360,000 compounds, 0.3% hits; purified chaperonin ATPase assay, HTRF ADP detection, 30 min; activity change, % (concentration not given with the values), hits read low; in the data active = activity change below about -30%; also: % is scaled to controls: 0 for no effect and ±100 for the full control effect
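TRiC at 40 or 20 nM final (batch-dependent) in 30 mM Tris pH 7.4, 100 mM KCl, 5 mM MgCl2, 1 mM DTT, with compound at single 76 uM and 10 uM ATP, 30 min at 37 deg C. ADP detected by HTRF Transcreener, 665/615 ratio.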
The depositor's hits bear a star; i = inactive; ? = inconclusive; . = no result given; & = joins results of further samples; [ ] = dose if it differs, or a comment. Unless noted, calls follow the shape of the dose curve; as a rule, active = well fitted curve in the direction sought with a large enough effect; inconclusive = small, poorly fitted or top-dose-only effect, or another doubt; inactive = no such curve, though single readings can be large; an effect the other way counts as inactive or inconclusive. Not all compounds are listed; count on the stated rates, not on these rows.

Letter code – A = EPAC2 antag; B = EPAC2 ag; C = Mm-Cpn inhibitor; D = D3 ag; E = pAkt inh; F = PTHR1 agonist; G = D3 antag; H = CCT modulator
1	O=C(CNC(=O)c1ccc(Cl)cc1)c1ccc(Cl)cc1
  A = 12%; B = 10%; C = 2%; D = -9; E = i; F = -33%[inhibitor]; G = 0; H = 0.1
2	N#CCOC(=O)c1cc(S(=O)(=O)N2CCCCC2)ccc1N1CCOCC1
  A = -7%; B = 3%; C = 2%; D = -1; E = i; F = -10%; G = 2; H = -0.3
3	O=C(Cn1c(SCC(=O)NC2CCCC2)nnc1-c1ccncc1)Nc1ccc2c(c1)OCO2
  A = 12%; B = -2%; C = 0%; D = -3; E = i; F = -27%; G = -2; H = -0.3
4	C=C1CC[C@H](O)C/C1=C/C=C1\CCC[C@]2(C)[C@@H]([C@H](C)/C=C/[C@H](C)C(C)C)CC[C@@H]12
  A = -19%; B = -20%; C = -2%; D = 0; E = i; F = -10%; G = 23; H = -1.7
5	O=C(O)/C(=C\c1ccc2ccccc2c1)c1cccc2ccccc12
  A = ?; B = -2%; C = .; D = 0; E = i; F = -32%[inhibitor]; G = -10; H = -2.4
6	O=C(CSc1ccc(-c2ccco2)nn1)NC1CCCCC1
  A = -3%; B = 15%; C = 0%; D = -1; E = i; F = -9%; G = -8; H = -2.1
7	COc1ccc(Br)c(Cn2c(C)c(C(=O)NCc3ccccc3C(F)(F)F)sc2=O)c1
  A = 9%; B = 0%; C = .; D = -9; E = i; F = i; G = ?; H = -1.5
8	COc1cccc(-n2c(=O)[nH]cc(C(=O)Nc3ccc4c(c3)OCCO4)c2=O)c1
  A = -4%; B = -3%; C = 2%; D = -3; E = i; F = i; G = 33; H = 2.0
9	Cn1c(N)c(C(=O)COC(=O)c2ccccc2C(=O)c2ccccc2)c(=O)n(C)c1=O
  A = -7%; B = 16%; C = 0%; D = 0; E = i; F = -22%; G = -13; H = -2.5
10	O=C(C[C@H]1C[C@H](C(=O)N2CCOCC2)[C@@]2(CCC3CCCC3)c3[nH]c4cc(-c5ccco5)ccc4c3CCN2C1=O)NCC12CC3CC(CC(C3)C1)C2
  A = 9%; B = 0%; C = -2%; D = 7; E = i; F = -18%; G = 0; H = 1.3
11	Cc1ccc(S(=O)(=O)Nc2ccccc2CNC2CCCCC2)cc1
  A = 1%; B = 0%; C = -1%; D = -1; E = i; F = i; G = ?; H = 0.6
12	Cc1ccc(S(=O)(=O)NCC(=O)OCC(=O)N2CC(C)OC(C)C2)cc1 (centres undefined)
  A = 5%; B = -1%; C = -2%; D = 7; E = i; F = i; G = 8; H = 1.8
13	Fc1ccccc1-n1[nH]nnc1=S
  A = 11%; B = -5%; C = .; D = -2; E = i; F = -11%; G = -23; H = 0.5
14	CCCc1cc(=O)[nH]c(SCC(=O)c2ccc(S(=O)(=O)N3CCCC3)cc2)n1
  A = 11%; B = -1%; C = 0%; D = -4; E = i; F = -8%; G = 21; H = -2.1
15	COC(=O)CN(c1cc([N+](=O)[O-])ccc1OC)S(C)(=O)=O
  A = 0%; B = 5%; C = 0%; D = 2; E = i; F = -13%; G = 5; H = -1.6
16	CCN(CC)CCCN(Cc1cc2cc(OC)ccc2[nH]c1=O)C(=O)Nc1ccc(F)cc1
  A = -2%[57.1 µM]; B = -12%; C = -1%; D = -8; E = i; F = i; G = ?; H = 2.4
17	O=C(Nc1ccc(C(F)(F)F)cc1)N1CCN(C(=O)c2ccco2)CC1
  A = -4%; B = 4%; C = ?; D = 4; E = i; F = -82%[inhibitor]; G = -9; H = 1.4
18	CC1CCCC(NC(=O)c2cc(S(=O)(=O)N3CCCCC3)ccc2Cl)C1C (centres undefined)
  A = -2%; B = -7%; C = 2%; D = 5; E = i; F = -15%; G = -3; H = 0.2
19	CC(=O)c1c(C)[nH]c(C(=O)COC(=O)CN2C(=O)C3CCCCC3C2=O)c1C (centres undefined)
  A = 8%; B = -14%; C = 0%; D = -3; E = i; F = -16%; G = -6; H = -1.2
20	CC(=O)O[C@@H]1[C@H]2[C@@H](C[C@@H](C)[C@@H]3C=CC(=O)[C@@]13C)OC(=O)[C@@H]2C
  A = 23%; B = 5%; C = 1%; D = -3; E = i; F = -31%[inhibitor]; G = 0; H = -3.1
21	COC(=O)c1ccc(NC(=O)Nc2ccc([N+](=O)[O-])cc2)cc1
  A = 4%; B = -2%; C = 0%; D = 9; E = i; F = -60%[inhibitor]; G = -7; H = -2.2
22	O=C(Nc1ccc(F)cc1)c1cccc(N2C(=O)C3C4C=CC(C4)C3C2=O)c1 (centres undefined)
  A = 0%; B = 4%; C = -3%; D = 9; E = i; F = i; G = 5; H = -0.2
23	COc1ccc(NS(=O)(=O)c2cccc(C(=O)N/N=C/c3ccc4c(c3)OCCO4)c2)cc1
  A = -15%; B = 2%; C = 2%; D = -5; E = i; F = -56%[inhibitor]; G = -15; H = 0.5
24	CCN(CC(=O)Nc1ccc(OC)cc1)C(=O)COc1cccc2c1OC(C)(C)C2
  A = -17%; B = 0%; C = 2%; D = -4; E = i; F = -6%; G = -2; H = 1.0
25	COc1ccccc1N1CCN(C(=O)c2c(-c3ccccc3)noc2C)CC1
  A = -6%; B = 5%; C = -1%; D = 4; E = i; F = i; G = 2; H = -0.3
26	Cc1ccc(C(c2nnnn2CC2CCCO2)N2CCN(C(=O)c3ccco3)CC2)cc1 (centres undefined)
  A = 11%; B = 5%; C = -2%; D = 3; E = i; F = i; G = 2; H = -4.5
27	CCN(CC)S(=O)(=O)c1cc(NS(=O)(=O)c2cccs2)ccc1C
  A = -5%; B = -3%; C = -1%; D = 1; E = i; F = -13%; G = 14; H = -3.9
28	Cn1c(=O)oc2cc(S(=O)(=O)CCC(=O)N3CCN(c4ccccc4)CC3)ccc21
  A = 6%; B = -5%; C = -2%; D = 1&8; E = i; F = i; G = 3; H = 0.3
29	Cc1ccc(OCCNC(=O)c2ccccc2SCC(=O)N2CCCC2)cc1
  A = 1%; B = -1%; C = 1%; D = 0; E = i; F = i; G = 4; H = -0.5
30	O=C(CN1CCC(C(O)(c2ccccc2)c2ccccc2)CC1)Nc1cc(Cl)ccc1Cl
  A = 7%; B = 7%; C = -1%; D = 6; E = i; F = i; G = 8; H = 0.9
31	Cc1cc(=O)oc2cc(OCC(=O)OCC(=O)N(C)C3CCS(=O)(=O)C3)ccc12 (centres undefined)
  A = 1%; B = 7%; C = -1%; D = 3; E = i; F = -3%; G = 8; H = -17
32	COc1ccc(NC(=S)Nc2ccc(F)cc2)c(OC)c1
  A = -7%; B = 5%; C = .; D = 2; E = i; F = 11%; G = -15; H = -0.9
33	O=C(COc1ccc(Br)cc1)Nc1ccc2oc(=O)ccc2c1
  A = 6%; B = 7%; C = -3%; D = -2; E = i; F = ?; G = 10; H = 0.1
34	O=C(COc1ccc(Cl)cc1)NCCSc1ccccc1
  A = -2%; B = 18%; C = -1%; D = 3; E = i; F = i; G = -8; H = 0.1
35	Cc1cccc(CCNS(=O)(=O)c2ccc(S(=O)(=O)N3CCCCC3)cc2)c1
  A = -1%; B = 4%; C = 2%; D = -7; E = i; F = i; G = 48; H = -3.2
36	O=c1c2sc(-c3ccccc3)cc2nc2n1CCC2
  A = -3%; B = 5%; C = -2%; D = 1; E = i; F = -20%; G = -23; H = -4.2
37	CSc1cccc(CN2CCC(CCC(=O)NC3CC3)CC2)c1
  A = 1%; B = 10%; C = 0%; D = -6; E = i; F = -11%; G = ?; H = -2.2
38	COc1ccc(N(C(=O)Cc2cccs2)C(C(=O)NC2CCCC2)c2ccncc2)cc1 (centres undefined)
  A = 8%; B = 10%; C = -2%; D = 2; E = i; F = i; G = 11; H = -0.1
39	COc1cc(/C=C2\S/C(=N/S(=O)(=O)c3ccc(C)cc3)NC2=O)c([N+](=O)[O-])cc1OC
  A = 6%; B = 6%; C = -2%; D = 2; E = .; F = i; G = 22; H = 0.2
40	CCOC1=C2[C@@H](CN(S(=O)(=O)c3ccc(C)cc3)[C@H]2c2ccccc2Cl)[C@H]2C(=O)N(Cc3ccccc3)C(=O)[C@H]2C1
  A = 8%; B = 2%; C = .; D = -6; E = i; F = i; G = -17; H = -1.0
41	CC(C)=CCC/C(C)=C/CNC(=O)CC1C[C@H](C(=O)N(C(C)C)C(C)C)[C@@]2(C)c3[nH]c4ccccc4c3CCN2C1=O (some centres undefined)
  A = 0%; B = -3%; C = 0%; D = -25; E = i; F = -12%; G = 0; H = -1.6
42	Cc1c(CCO)c(=O)n(-c2ccccc2)n1S(=O)(=O)c1ccc(F)cc1
  A = 11%; B = 0%; C = 0%; D = 0; E = i; F = -9%[57.5 µM]; G = -14; H = -0.3
43	Nc1nnc(CCCCCCCCCCc2nnc(N)s2)s1
  A = 5%; B = -8%; C = -1%; D = 1; E = i; F = -28%; G = 13; H = 0.7
44	COc1cccc(CNC(=O)CCCn2nc(C)c3c(C)n(-c4ccc(C)cc4)nc3c2=O)c1OC
  A = -8%; B = 5%; C = 1%; D = 2&-17; E = i; F = -12%; G = 8; H = -0.9

Part of the list above, limited to pAkt inh, EPAC2 antag and Mm-Cpn inhibitor.
no.	smiles	pAkt inh	EPAC2 antag	Mm-Cpn inhibitor
22	O=C(Nc1ccc(F)cc1)c1cccc(N2C(=O)C3C4C=CC(C4)C3C2=O)c1 (centres undefined)	i	0%	-3%
23	COc1ccc(NS(=O)(=O)c2cccc(C(=O)N/N=C/c3ccc4c(c3)OCCO4)c2)cc1	i	-15%	2%

Part of the list above, bar-delimited.
cpd | SMILES | EPAC2 antag | EPAC2 ag | Mm-Cpn inhibitor | D3 ag | pAkt inh | PTHR1 agonist | D3 antag | CCT modulator
41 | CC(C)=CCC/C(C)=C/CNC(=O)CC1C[C@H](C(=O)N(C(C)C)C(C)C)[C@@]2(C)c3[nH]c4ccccc4c3CCN2C1=O (some centres undefined) | 0% | -3% | 0% | -25 | i | -12% | 0 | -1.6
42 | Cc1c(CCO)c(=O)n(-c2ccccc2)n1S(=O)(=O)c1ccc(F)cc1 | 11% | 0% | 0% | 0 | i | -9%[57.5 µM] | -14 | -0.3

Bioassay records deposited in PubChem BioAssay by National Center for Advancing Translational Sciences (NCATS).
